# hcDAF12 agonist – H. contortus DAF-12 nuclear receptor activators, primary screen, cell-based, luminescence, HEK293, lit1-tk-luc reporter. 370,000 compounds, 1.4% hits. activation, % at 6.8 µM. HEK293 hcDAF-12 lit1-tk-luc reporter; 0% DMSO, 100% Δ7-dafachronic acid;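 active means activation above the mean of all tested compounds plus 3 SD, cut at about 5.5% in these data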;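 further: 100% = response to 3 µM Δ7-dafachronic acid high control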
# GAA850 FXN act – FXN promoter activators, primary screen, cell-based, luciferase luminescence, HEK293 lucGAA850; HEK293 lucGAA850 FXN promoter luciferase reporter, 24 h; percent of 10 µM SAHA response; activation, % at 6 µM; 360,000 compounds, 0.56% hits;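 active means activation above the average of all compounds screened plus 3 SD, cutoff fixed separately per campaign, cut at about 7.5% in these data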;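 further: 0% = DMSO wells and 100% = 10 µM SAHA wells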
# NPR2 activator – human GC-B receptor activators, primary screen, HEK293 GC-B cells, cGMP TR-FRET, EC30 CNP; activation, % at 10 µM; AID 1920062, 2024; 370,000 compounds, 0.11% hits; Atrial natriuretic peptide receptor 2 (Homo sapiens), P20594; 0% at EC30 CNP, 100% saturating CNP;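 active means activation at 10 µM reaching about 35% in either raw or pattern-adjusted values, limit read from the data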
# DAX1 inh-1 – DAX1 (NR0B1) inhibitors, primary screen, cell-based, HEK293, Gal4-DAX1, luciferase luminescence; HEK293 Gal4-DAX1 luciferase reporter; 340,000 compounds, 0.99% hits; inhibition, % at 6.75 µM; AID 504766, 2011;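 active means inhibition above the mean over all tested compounds plus 3 SD, cut at about 4.2% in these data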;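 further: 0% = DAX1-transfected cells with DMSO and 100% = empty-vector control cells with DMSO; inhibition shows as a rise in luminescence from relieved DAX1 repression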
# Target sequence (P51843 207-470 limits assumed): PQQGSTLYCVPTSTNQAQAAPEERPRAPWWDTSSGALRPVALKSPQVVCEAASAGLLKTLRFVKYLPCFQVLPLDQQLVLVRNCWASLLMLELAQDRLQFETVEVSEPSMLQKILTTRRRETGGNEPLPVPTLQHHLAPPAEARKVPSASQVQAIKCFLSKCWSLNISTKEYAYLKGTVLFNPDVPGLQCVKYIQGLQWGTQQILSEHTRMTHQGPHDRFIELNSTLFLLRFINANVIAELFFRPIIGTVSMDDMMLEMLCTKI
# ssDAF12 agonist – S. stercoralis DAF-12 nuclear receptor activators, primary screen, cell-based, luminescence, HEK293, GRIP1 co-expression, lit1-tk-luc | Nuclear hormone receptor DAF-12 (Strongyloides stercoralis) | HEK293 ssDAF-12/GRIP1 lit1-tk-luc reporter; % of 3 µM dafachronic acid response | activation, % at 6.8 µM | 370,000 compounds, 1% hits | AID 652126, 2013;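 active means activation above the mean over all tested compounds plus 3 SD, cut at about 0.9% in these data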;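 further: 0% = DMSO-only wells and 100% = 3 µM delta7-dafachronic acid wells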
# DAX1 inh-2 – DAX1 (NR0B1) inhibitors on StAR promoter, primary screen, cell-based, luminescence, SF-1 (NR5A1), full-length DAX-1 | 370,000 compounds, 1.1% hits | HEK293T StAR-luciferase reporter, SF-1/DAX-1 repression relief | inhibition, % at 6.8 µM | AID 652010, 2013;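 active means inhibition above the mean over all tested compounds plus 3 SD, cut at about 3.6% in these data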;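 further: 0% = DAX-1 cells with DMSO and 100% = cells lacking DAX-1 with DMSO; higher inhibition means more luminescence from relief of DAX-1 repression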
# NPR1 activator – GC-A stimulated cGMP production enhancers – HEK293 GC-A cells, cGMP TR-FRET, EC30 ANP, primary screen; Atrial natriuretic peptide receptor 1 (Homo sapiens), P16066; 0% at EC30 ANP, 100% saturating ANP; activation, % at 10 µM; 370,000 compounds, 0.14% hits; AID 1671463, 2021; in the data active means activation above about 40%
# proKLK7 act – proKLK7 zymogen activators, primary screen, biochemical, fluorescence intensity; 370,000 compounds, 0.9% hits; Kallikrein-7 (Homo sapiens), P49862; activation, % at 7 µM; purified proKLK7, EDANS-DABCYL substrate fluorescence; 100% is mature enzyme control, 0% vehicle;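 active means activation above the mean of all tested compounds plus 3 SD, computed per campaign excluding outliers beyond control limits, cut at about 13% in these data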
# Target sequence (P49862 whole entry, looked up): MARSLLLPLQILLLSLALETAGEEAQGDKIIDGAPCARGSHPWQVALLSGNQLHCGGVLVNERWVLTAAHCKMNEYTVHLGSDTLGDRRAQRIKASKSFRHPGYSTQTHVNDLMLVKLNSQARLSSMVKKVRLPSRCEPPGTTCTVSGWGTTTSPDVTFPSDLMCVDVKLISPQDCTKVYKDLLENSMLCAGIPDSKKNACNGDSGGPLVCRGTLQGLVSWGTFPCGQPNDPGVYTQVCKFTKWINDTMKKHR
# hgDAF12 agonist – H. glycines DAF-12 receptor agonists, primary screen, cell-based, luminescence, HEK293, GAL4 fusion, UAS-luciferase; activation, % at 6.8 µM; 370,000 compounds, 1.8% hits; HEK293 GAL4-hgDAF12 UAS-luciferase reporter, agonist luminescence; normalized to butyrate control; Nuclear hormone receptor DAF-12 (Heterodera glycines), GAL4 fusion;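 active means activation above a cutoff set at the mean of all screened compounds plus 3 SD, cut at about 10% in these data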;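 further: 0% = DMSO wells and 100% = sodium butyrate wells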
# sPLA2-III inh – human group III sPLA2 inhibitors, primary screen, biochemical, QFRET, BODIPY PC-A2 liposome substrate; inhibition, % at 12.2 µM; AID 743126, 2013; QFRET BODIPY PC-A2 liposome hydrolysis, fluorescence; 370,000 compounds, 0.56% hits;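 active means inhibition above mean plus 3 SD of compounds lying within the high and low control bounds, cut at about 19% in these data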;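 further: 0% = median of test compound wells and 100% = no enzyme DMSO wells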
# Target sequence (Q9NZ20 whole entry, looked up): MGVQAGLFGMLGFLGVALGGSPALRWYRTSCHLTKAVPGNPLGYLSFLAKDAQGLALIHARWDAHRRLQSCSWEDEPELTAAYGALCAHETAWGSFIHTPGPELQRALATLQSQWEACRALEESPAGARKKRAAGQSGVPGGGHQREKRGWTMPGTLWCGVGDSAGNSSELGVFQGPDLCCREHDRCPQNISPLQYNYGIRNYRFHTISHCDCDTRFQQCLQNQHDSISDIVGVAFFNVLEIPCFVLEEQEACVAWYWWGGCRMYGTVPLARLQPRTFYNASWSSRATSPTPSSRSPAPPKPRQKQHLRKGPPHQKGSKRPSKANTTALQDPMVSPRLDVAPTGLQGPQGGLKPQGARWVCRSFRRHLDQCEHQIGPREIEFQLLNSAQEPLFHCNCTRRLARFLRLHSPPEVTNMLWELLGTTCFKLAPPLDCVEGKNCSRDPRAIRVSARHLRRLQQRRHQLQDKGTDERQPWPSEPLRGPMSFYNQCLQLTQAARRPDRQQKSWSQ
# SMARCA2 activ – SMARCA2 (BRM) function activators, primary screen, cell-based, luminescence, high throughput | MG213 cells, MMTV-luciferase reporter, dexamethasone, overnight | activation, % at 9.1 µM | 370,000 compounds, 1% hits | AID 652017, 2013; in the data active means activation above about 7.8%;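 further: 0% = vehicle wells and 100% = reference activator wells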
# Starred values were filed as active, the others as inactive; / = no result given.
nr	SMILES	hcDAF12 agonist	GAA850 FXN act	NPR2 activator	DAX1 inh-1	ssDAF12 agonist	DAX1 inh-2	NPR1 activator	proKLK7 act	hgDAF12 agonist	sPLA2-III inh	SMARCA2 activ
1	CC(=O)OCC1(O)CC23CCC4c5ccoc5CCC4(C)C2CCC1C3 (stereo unspecified)	-1.5	0.9	-6.8	-0.1	-1.7	0.9	1.1	0.4	-1.9	-4.3	4.4
2	C=CCN1C(=O)C(=O)N(CC(=O)c2ccc3c(c2)CCCC3)C1=O	3.5	1.3	0.2	-0.1	-1.0	3.3	0.4	0.6	6.5	-25.8	2.0
3	O=c1ccc(-c2ccc(S(=O)(=O)Nc3ccc(F)cc3)o2)n[nH]1	0.3	0.9	-0.3	1.3	-1.6	2.2	2.8	0.7	0.2	-6.2	-1.6
4	CC(C)Cc1nn2c(=O)cc(COc3ccc(NC(=O)c4ccco4)cc3)nc2s1	-1.8	0.5	-2.9	0.4	-1.3	-2.2	2.1	-0.8	-0.5	4.2	-1.2
5	COc1cccc(-n2c(C)nnc2SCC(=O)Nc2ccccc2N2CCOCC2)c1	1.0	0.6	3.6	0.9	-1.3	1.1	-1.8	0.9	-0.1	2.5	7.9*
6	O=C(OCc1cn(Cc2ccc(Cl)cc2)nn1)N1CCOCC1	0.2	/	-1.8	/	-0.7	0.2	0.1	0.6	-0.4	1.0	-1.2
7	CCCC(=O)NC(C)c1nc(-c2ccc(C)cc2)no1 (stereo unspecified)	-0.7	1.3	3.1	0.4	-1.2	-0.5	3.8	0.4	-0.5	4.2	1.1
8	O=C(NCCc1ccccc1)C1CCC(CNc2nc(=S)[nH]c3ccccc23)CC1 (stereo unspecified)	1.6	1.6	-4.3	0.1	-1.5	0.2	0.1	0.7	2.8	1.6	-4.3
9	O=C(O)CCNS(=O)(=O)c1ccc2c(c1)Cc1ccccc1-2	-2.0	0.7	-0.9	-1.0	-1.2	0.2	0.2	0.2	-0.1	-4.9	0.2
10	O=C(NNC(=O)C1CC1)c1cc(=O)[nH]c2ccccc12	0.0	1.9	-2.4	0.3	-1.0	0.1	-1.8	10.3	-2.0	13.8	-5.4
11	CCCCNC(=O)C1(C)CCC(=O)N1CCc1c[nH]c2ccccc12 (stereo unspecified)	-1.3	/	-2.1	/	-1.0	-0.8	0.9	0.0	3.6	-12.2	-0.5
12	Cn1cc(CCC(=O)N2CCCC(C(=O)c3ccc(C(C)(C)C)cc3)C2)cn1 (stereo unspecified)	-1.3	2.1	1.1	-0.8	-1.8	-0.3	-1.8	0.0	-3.0	2.5	2.8
13	CC1(C(=O)NCc2ccccc2)CSCC(=O)N1CC(F)(F)F (stereo unspecified)	0.2	/	-2.7	/	-0.6	1.0	0.7	0.6	-0.4	-2.2	3.4
14	CC(=O)c1c(C)[nH]c(C(=O)Nc2cccc(S(=O)(=O)N(C)C)c2)c1C	2.5	2.5	0.3	0.2	-0.6	1.5	1.9	0.2	7.1	-2.5	-2.0
15	Cc1ccc(S(=O)(=O)Nc2ccc(-c3nnc(SCc4ccccc4Cl)o3)cc2)cc1	-0.9	1.5	4.3	0.0	-0.9	-0.5	3.7	-0.5	-0.4	-32.6	4.4
16	O=C(Nc1ccccc1-c1nnn(CC(=O)N2CCOCC2)n1)c1ccccc1F	-1.7	-0.6	3.3	0.9	-1.4	0.1	0.6	0.8	0.4	-2.2	1.0

# One compound at a time, as listed above:
# O=C(OCc1cn(Cc2ccc(Cl)cc2)nn1)N1CCOCC1 as listed: hcDAF12 agonist = 0.2; GAA850 FXN act = /; NPR2 activator = -1.8; DAX1 inh-1 = /; ssDAF12 agonist = -0.7; DAX1 inh-2 = 0.2; NPR1 activator = 0.1; proKLK7 act = 0.6; hgDAF12 agonist = -0.4; sPLA2-III inh = 1.0; SMARCA2 activ = -1.2
# O=C(O)CCNS(=O)(=O)c1ccc2c(c1)Cc1ccccc1-2 as listed: hcDAF12 agonist = -2.0; GAA850 FXN act = 0.7; NPR2 activator = -0.9; DAX1 inh-1 = -1.0; ssDAF12 agonist = -1.2; DAX1 inh-2 = 0.2; NPR1 activator = 0.2; proKLK7 act = 0.2; hgDAF12 agonist = -0.1; sPLA2-III inh = -4.9; SMARCA2 activ = 0.2
# CC(=O)OCC1(O)CC23CCC4c5ccoc5CCC4(C)C2CCC1C3 (stereo unspecified) as listed: hcDAF12 agonist = -1.5; GAA850 FXN act = 0.9; NPR2 activator = -6.8; DAX1 inh-1 = -0.1; ssDAF12 agonist = -1.7; DAX1 inh-2 = 0.9; NPR1 activator = 1.1; proKLK7 act = 0.4; hgDAF12 agonist = -1.9; sPLA2-III inh = -4.3; SMARCA2 activ = 4.4

# Additional entries follow:
nr	SMILES	hcDAF12 agonist	GAA850 FXN act	NPR2 activator	DAX1 inh-1	ssDAF12 agonist	DAX1 inh-2	NPR1 activator	proKLK7 act	hgDAF12 agonist	sPLA2-III inh	SMARCA2 activ
17	COc1ccccc1CNC(=O)CS(=O)(=O)Cc1ccccc1	-2.1	-1.1	-0.5	0.0	-1.0	-0.4	-1.2	1.1	0.1	-7.3	3.4
18	O=C(O)CCC(=O)CCC(=O)c1ccc(Cl)cc1	-0.5	0.6	-6.8	-0.1	-1.7	0.9	7.0	0.7	-0.9	0.4	2.1
19	CCOC(=O)CC1C(=O)NCCN1C(=O)c1cccc(OC)c1 (stereo unspecified)	-1.8	0.6	-0.8	2.1	-0.9	-0.2	2.7	0.8	2.0	1.6	-2.0
20	c1ccc2c(c1)ncn2CCN1CCCCC1	-1.5	1.5	9.0	0.6	-0.8	-0.6	3.0	-0.4	0.5	5.3	-4.4
21	Cc1cc(C)cc(NC(=O)c2cc3c(=O)n4ccccc4nc3s2)c1	-1.6	1.0	-3.5	-1.5	-1.1	0.2	-4.6	1.4	0.7	8.7	-2.5
22	CC(C)Cn1c(SCC(=O)N2CC(=O)Nc3ccccc32)nc2ccccc21	-3.6	0.9	-0.8	-0.8	-1.2	-0.3	-7.1	0.4	-0.4	-4.8	2.4
23	N/C(=N\OC(=O)CSc1ccccc1)c1ccccn1	0.7	2.2	-1.4	2.1	0.0	7.0*	-0.3	0.3	10.1	1.0	5.0
24	Cc1ccc(NC(=O)NCCc2ccc(S(N)(=O)=O)cc2)cc1	-0.7	1.2	5.6	-1.4	-1.2	0.4	-0.3	0.1	0.3	3.1	-0.2
25	C/C(=C\C(=O)c1ccc(Br)cc1)Nc1ccc(Cl)cc1	1.9	0.7	-4.8	-0.8	-0.3	-0.2	7.9	-0.4	3.8	5.0	-1.0
26	Cc1ccccc1NC(=O)C(C)c1ccc(-c2ccccc2)c(F)c1 (stereo unspecified)	-2.3	-3.3	-2.5	-1.0	-1.8	-0.7	4.6	0.1	0.0	0.2	-4.6
27	CCOC(=O)c1nn(C)c(C)c1Cl	0.4	-0.2	3.2	0.8	-1.2	0.4	2.6	-0.2	0.3	8.9	-0.6
28	CSCC[C@H](NC(=O)N1CCn2c1nc1ccccc12)C(=O)NC1CCCCC1	-2.1	0.2	3.8	-0.1	-0.9	0.3	1.7	-0.1	-3.3	-4.7	-0.2
29	CCOC(=O)c1sc(/S(C)=N\S(=O)(=O)c2cccc(Cl)c2)c2c1CCC=C2 (stereo unspecified)	-1.4	-2.0	-3.0	-0.6	-1.2	-0.2	-6.3	0.8	0.2	-3.1	-1.4
30	COC(=O)[C@H](Cc1ccccc1)NC(=O)Nc1ccc(OC)cc1	-1.6	-0.5	-0.1	1.6	-1.8	0.1	1.8	-0.7	0.8	12.7	-5.6
31	O=C(Nc1ccccc1F)c1ccc(-n2cncn2)nc1	0.4	0.5	2.5	1.9	-1.3	0.2	1.2	0.4	0.0	-2.3	2.0
32	Cc1ccc(S(=O)(=O)N(CC(=O)NCCSc2ccccn2)c2ccc(C)c(C)c2)cc1	-1.9	0.5	-1.5	-0.9	-1.1	-1.1	-5.3	0.6	-3.6	-12.7	-5.7
33	COC(=O)c1cc(OC)c(OC)cc1NC(=O)CSc1ccccc1	-3.4	1.6	-13.9	-0.1	-1.0	-0.9	-2.8	-1.0	-1.2	-3.9	-1.6
34	CCOC(=O)c1c(C)n(C)c2ccc(O)c(CN(CC)CC)c12	-0.9	0.3	2.2	0.7	-1.2	-0.2	-11.0	-0.6	3.1	6.0	-0.9
35	Cc1cc2oc(C(=O)N(Cc3cccs3)C3CCS(=O)(=O)C3)cc(=O)c2cc1Cl (stereo unspecified)	-2.7	3.1	-12.1	-1.2	-1.4	0.6	4.9	-0.5	-1.2	-18.0	-2.3
36	O=C(/C=C/c1ccccc1[N+](=O)[O-])N1CCCCC1	-0.1	2.4	3.9	-0.4	-0.7	0.2	-1.0	-0.3	3.1	-0.1	4.9
37	CN1C(=O)[C@H](Cc2ccc([N+](=O)[O-])cc2)NC1=S	-0.2	-3.4	2.3	0.1	-0.8	-0.2	-1.0	0.6	5.2	-11.3	-1.3
38	COc1cc(S(=O)(=O)NCCN2CCOCC2)ccc1-n1cnnn1	0.0	-0.3	2.7	-0.9	-1.2	1.1	0.1	0.2	0.1	2.8	-0.2
39	CC1=C(C(=O)Nc2ccccn2)C(c2ccc(Cl)cc2)NC(=S)N1 (stereo unspecified)	0.6	2.6	-10.5	0.4	-0.4	1.5	-11.0	0.0	8.5	11.6	0.9
40	O=C(COC(=O)c1ccc(S(=O)(=O)N2CCOCC2)cc1)NCc1cccs1	-1.1	1.8	0.2	-0.1	-0.9	-0.2	-2.5	-0.1	-0.8	-2.6	-3.1
41	Cc1cccc(Nc2nc(N)c([N+](=O)[O-])c(N3CCOCC3)n2)c1	-3.9	7.1	10.3	-1.0	-1.8	-0.6	9.9	0.8	-0.9	-7.0	-1.0
42	Cc1cc2cc(CNC(=O)C3CC3)ccc2n1C	-0.4	0.0	7.5	-0.7	-0.9	1.0	1.7	0.0	2.5	3.5	-3.3
43	CC(O)Cn1c(=O)c2c(nc(Br)n2Cc2ccccc2)n(C)c1=O (stereo unspecified)	-1.0	3.0	7.7	-0.1	-1.7	0.6	2.7	0.1	-1.8	3.8	0.1

# From PubChem

# Compounds were not picked by outcome. Share with any hit: about 6.7%.
